# D2 ag – HTS Assay for Allosteric Agonists of the Human D2 Dopamine Receptor: Primary Screen for Agonists | actives 0.53% (n = 340,000) | activation, % at 2 µM | HEK293 T-REx D2 cells, calcium flux agonist mode | AID 485358, 2010 | D(2) dopamine receptor (Homo sapiens), P14416;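 active means activation over 3 SD above normal in the single-dose calcium agonist read, cut at about 30% in these data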; further: 0% is about no effect
# Target sequence (P14416 whole entry, looked up): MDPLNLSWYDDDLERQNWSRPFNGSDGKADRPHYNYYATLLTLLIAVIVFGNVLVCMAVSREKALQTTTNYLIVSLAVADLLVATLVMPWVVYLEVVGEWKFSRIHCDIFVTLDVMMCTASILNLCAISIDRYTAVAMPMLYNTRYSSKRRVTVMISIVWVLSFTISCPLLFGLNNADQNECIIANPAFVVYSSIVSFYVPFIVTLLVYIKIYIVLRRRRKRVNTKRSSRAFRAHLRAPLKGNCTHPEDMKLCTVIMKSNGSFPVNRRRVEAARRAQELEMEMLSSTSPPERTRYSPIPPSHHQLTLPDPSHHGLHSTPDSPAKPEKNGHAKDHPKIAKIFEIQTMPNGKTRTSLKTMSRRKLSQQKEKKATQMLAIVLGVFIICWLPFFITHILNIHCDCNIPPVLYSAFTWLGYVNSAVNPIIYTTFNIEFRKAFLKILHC
#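 Calcium-flux readout, 1 cycle/sec over 180 s following compound pin transfer, in inducible HEK293 Trex D2 cells (force-coupled); dopamine controls included. Positive calcium responses during this window marked compounds as potential agonists.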
# D1 agonist – Allosteric Agonists of the Human D1 Dopamine Receptor: qHTS; D(1A) dopamine receptor (Homo sapiens), P21728; HEK293 T-REx D1 cells, calcium flux, agonist mode; activation, % at 2 µM; actives 1% (n = 360,000); further: 0% is about no effect
#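 Agonism was scored from calcium flux recorded over 180 s (1 read/s) after pintool compound addition, following a 10-cycle baseline. Cells were inducible force-coupled HEK293 TREx D1, plated overnight at 30 C and loaded with no-wash calcium dye.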
# D2 antagonist – HTS Assay for Allosteric Antagonists of the Human D2 Dopamine Receptor: Primary Screen for Antagonists. D(2) dopamine receptor (Homo sapiens), P14416. HEK293 TREx D2 cells, calcium flux, dopamine EC80. inhibition, % at 10 µM. actives 2% (n = 340,000); in the data active means inhibition above about 30%; further: 0% is about no effect
#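 Compounds are added to dye-loaded, induced HEK293 T-REx cells coupled to calcium release via D2; after a 3 min kinetic read an EC80 dopamine stimulus is given and fluorescence is recorded for 3 more min.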
# TRHR ag – qHTS for Small Molecule Agonists and Allosteric Enhancers of Human TRH Receptor: Primary Screen for Agonists; Thyrotropin-releasing hormone receptor (Homo sapiens), P34981; TRHR cells, calcium flux fluo-8, FDSS agonist mode; activation, % at 2 µM; actives 0.18% (n = 360,000); AID 493084, 2011; further: 0% is about no effect
# Target sequence (P34981 whole entry, looked up): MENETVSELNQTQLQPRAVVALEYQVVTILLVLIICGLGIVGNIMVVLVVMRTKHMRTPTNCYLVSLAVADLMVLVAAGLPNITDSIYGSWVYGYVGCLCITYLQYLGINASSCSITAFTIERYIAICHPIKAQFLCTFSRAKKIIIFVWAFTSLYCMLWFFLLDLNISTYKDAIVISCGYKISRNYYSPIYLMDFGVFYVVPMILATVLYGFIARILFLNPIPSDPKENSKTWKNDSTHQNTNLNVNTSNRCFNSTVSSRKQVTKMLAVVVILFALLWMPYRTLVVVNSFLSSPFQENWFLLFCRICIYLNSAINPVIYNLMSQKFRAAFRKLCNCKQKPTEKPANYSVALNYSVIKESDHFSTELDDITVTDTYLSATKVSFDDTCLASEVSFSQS
#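 Read-out: compound-evoked intracellular calcium rise in TRHR cells, fluo-8 dye, kinetic FDSS fluorescence at 1 s/cycle following a 10-cycle baseline. Cells cultured overnight before dye loading (30 min–1.5 h, RT).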
# D1 potentiator – Potentiators of Human D1 Dopamine Receptor: qHTS; D(1A) dopamine receptor (Homo sapiens), P21728; HEK293 TREx D1 cells, calcium flux, dopamine EC20 potentiation; potentiation, % at 10 µM; actives 0.036% (n = 360,000); in the data active means potentiation above about 30%; further: 0% is about no effect
# RXFP1 antag – qHTS Assay for Antagonists of the Relaxin Receptor RXFP1; AID 1259400, 2018; HEK293-RXFP1, relaxin-stimulated cAMP HTRF, 30 min; hits give low values; activity change, negative = inhibition, % at 57.5 µM; Relaxin receptor 1 (Homo sapiens), Q9HBX9; actives 0.59% (n = 350,000);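 active means activity change of -60% or lower, but not beyond a set lower limit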; further: on the % scale 0 is the no-effect control and ±100 the full control effect
# TRHR PAM – qHTS for Small Molecule Agonists and Allosteric Enhancers of Human TRH Receptor: Primary Screen for Enhancers | Thyrotropin-releasing hormone receptor (Homo sapiens), P34981 | TRHR cells, fluo-8 calcium fluorescence, EC20 TRH enhancement | AID 493056, 2011 | enhancement, % at 2 µM | actives 0.66% (n = 360,000); in the data active means enhancement above about 30%; further: 0% is about no effect
#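 Enhancer read-out: after compound pinning and an initial kinetic agonist-mode read, an EC20 of TRH (10 nM final) was injected and fluo-8 calcium signal (Ex 480/Em 530) followed at 1 s/cycle for 100 cycles in TRHR-expressing cells.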
# D1 antag – Antagonist of Human D 1 Dopamine Receptor: qHTS | actives 3.2% (n = 360,000) | AID 504652, 2011 | HEK293 TREx D1 cells, calcium flux, dopamine EC80; hits give low values | activity change, negative = inhibition, % at 10 µM | D(1A) dopamine receptor (Homo sapiens), P21728; in the data active means activity change below about -30%; further: on the % scale 0 is the no-effect control and ±100 the full control effect
#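 Cells carrying a force-coupled, tetracycline-inducible human D1 receptor report calcium flux. Each well gets a 10 s baseline, compound with 180 s monitoring, then an EC80 dopamine stimulus with a second 180 s kinetic read.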
# D2 potentiator – HTS Assay for Positive Allosteric Modulators of the Human D2 Dopamine Receptor: Primary Screen for Potentiators; D(2) dopamine receptor (Homo sapiens), P14416; HEK293 T-REx D2, calcium flux, EC20 dopamine potentiation; potentiation, % at 10 µM; actives 0.34% (n = 340,000);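 active means potentiation over 3 SD above the plate norm, cut at about 30% in these data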; further: 0% is about no effect
#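 Using a no-wash calcium dye in inducible, force-coupled HEK293 Trex cells expressing D2, we tracked fluorescence each second for 180 s after compound, then for 180 s after EC20 dopamine to detect augmented signalling.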
# Starred values were filed as active, the others as inactive; · = not tested or not shown. Unless noted, no stated cut-off is given here; in the data, active means activation above about 30%; inactive means the rest. Outcome played no part in choosing rows. About 7.3% of those tested had a hit in this group.
SMILES,D2 ag,D1 agonist,D2 antagonist,TRHR ag,D1 potentiator,RXFP1 antag,TRHR PAM,D1 antag,D2 potentiator
CC(C)[C@@H]1NC(=O)c2cc([N+](=O)[O-])cc(I)c2NCCCC[C@@H](C(=O)NC(CC(=O)O)C(N)=O)NC(=O)[C@H](CO)NC1=O (stereo partly specified),0.1,-3,16,0.3,-3,·,-6,-3,-2
O=C(CCCCCn1c(=S)[nH]c2cc3c(cc2c1=O)OCO3)N1CCN(c2ccc(F)cc2)CC1,-0.8,0,14,0.9,-1,·,4,7,-3
CC(=O)Nc1ccc(NC(=O)C(C)OC(=O)CCCOc2ccc(Cl)cc2C)cc1 (stereo unspecified),-0.2,15,-7,-0.2,-7,-1,3,-14,5
CCCCn1c(N)c(N(CC(C)C)C(=O)Cc2ccc3c(c2)OCCO3)c(=O)[nH]c1=O,1.1,2,8,0.2,-2,6,-1,7,10
CCOC(=O)C1=C2SCC(=O)N2C(N)=C(C#N)C1,0.2,-1,-9,0.1,-1,3,10,2,0
CCC(=O)Nc1ccc(NC(=O)c2ccco2)c(OC)c1,0.2,1,10,0.5,-2,2,-13,-19,5
COc1ccc(NC(=O)CSc2nnc(Cc3ccccc3)c(=O)n2N)c(OC)c1,-0.6,1,-10,-0.1,-4,-7,-2,1,1
COc1nc2c(C)cccc2cc1-c1noc(-c2ccco2)n1,1.6,3,-11,0.7,2,-4,-2,2,·
CC(=O)N(C)c1ccc(NC(=O)/C=C/c2ccccc2Cl)cc1,0.6,6,-12,-1.0,-7,-7,4,-16,8
C=CCN1C(=O)C2(OCCCO2)c2cccc(C)c21,0.3,2,-2,-0.3,3,7,0,20,-8
CCSc1nc(C)c(C)c(=O)[nH]1,-0.4,1,12,-0.8,-5,-8,8,-24,6
Cc1cccc(OCCCC(=O)NCc2ccco2)c1,-0.1,1,-5,-1.8,-5,-13,0,19,1

# Not a retest: an excerpt of the list.
SMILES,D2 ag,D1 agonist,D2 antagonist,TRHR ag,D1 potentiator,RXFP1 antag,TRHR PAM,D1 antag,D2 potentiator
CCSc1nc(C)c(C)c(=O)[nH]1,-0.4,1,12,-0.8,-5,-8,8,-24,6
Cc1cccc(OCCCC(=O)NCc2ccco2)c1,-0.1,1,-5,-1.8,-5,-13,0,19,1

# Going on with the list:
SMILES,D2 ag,D1 agonist,D2 antagonist,TRHR ag,D1 potentiator,RXFP1 antag,TRHR PAM,D1 antag,D2 potentiator
N#Cc1cc(Oc2ccccc2)c(-n2nnc3ccccc32)cc1C#N,0.5,-1,-7,1.1,-3,-8,2,6,-4
O=C(CNC(=O)c1cccc(Br)c1)N/N=C/c1ccc[nH]1,0.4,0,13,-0.4,-2,-1,-7,-1,3
CC1CCCCC1NC(=O)C1CCC(CNS(=O)(=O)c2ccc(F)cc2)CC1 (stereo unspecified),-0.7,2,-11,-1.2,10,-2,1,14,-1
COc1ccc(Cn2nnnc2C(c2ccccc2)N2CCN(C3CCCC3)CC2)cc1 (stereo unspecified),0.5,30,-25,0.2,-3,3,48*,-6,-3
O=C(N/N=C/c1ccc2c(c1)OCO2)C(=O)Nc1cccc(Cl)c1,-3.1,2,15,0.3,-10,-20,-3,16,·
CCC(=O)c1ccc(OCC(=O)Nc2ccccc2N2CCOCC2)cc1,-0.3,1,-19,-0.5,-2,4,1,1,9
Cc1cc(C)cc(NC(=O)CCS(=O)(=O)c2ccc3c(c2)oc(=O)n3C)c1,·,0,·,0.5,-2,-5,-4,-6,-3
COc1ccc(N2CCN(C(=O)COc3ccc4c(C)cc(=O)oc4c3C)CC2)cc1,·,3,·,0.2,-2,-8,2,2,·
CSc1ncc2c(n1)-c1ccccc1N(Cc1ccccc1)S2(=O)=O,0.2,5,·,-0.2,-2,-1,-3,-10,-6
CC(=O)Nc1ccc(C(=O)CSc2nnnn2C2CCCC2)cc1,-0.2,6,-6,2.3,7,-5,7,19,-2
CC(C)N(C(=O)/C=C/c1cccc([N+](=O)[O-])c1)C(C)C,0.7,2,24,0.6,-2,10,-2,2,19
CCOC(=O)/C(C#N)=C\c1ccc(N2CCN(C)CC2)cc1,1.4,6,-6,2.5,-10,0,0,-14,17
COC(=O)C1=C(C(=O)OC)[C@@H]2N(C)c3ccccc3[C@@]23C[C@@H](C(=O)OC)N(C(=O)COCc2ccccc2)C3=N1,0.5,2,-24,-0.4,0,·,2,5,-11
Cc1ccccc1C(=O)N1CCC(C(=O)Nc2ccc3c(c2)OCO3)CC1,-0.1,1,1,-0.2,-2,5,7,2,-2
O=C(CCn1c(=O)c2ccccc2n(CC(=O)NCCC2=CCCCC2)c1=O)NCc1ccco1,2.1,1,0,-0.2,-6,-15,13,-22,·
CC1=NN(c2ccccc2)C(=O)/C1=C\c1sccc1C,-0.4,5,18,0.7,-18,9,-7,2,7
O=C(CSc1nnc(-c2cccnc2)o1)Nc1ccccc1Br,0.8,2,4,0.7,·,-2,1,-5,4
Cc1ccsc1CNCc1cc(Cl)ccc1O,0.3,11,2,0.6,5,·,0,3,12
CSc1nnc(-c2ccccc2)o1,-0.4,3,-1,0.1,0,-6,-4,-6,-1
Nc1nc(NCCN2CCOCC2)nc(NCc2ccccc2)c1[N+](=O)[O-],1.3,-1,17,-0.4,5,1,9,10,3
COCCNC(=O)[C@@H]1CCCN1S(=O)(=O)c1cccc2cccnc12,0.3,0,-12,0.3,0,·,0,32,2
Cc1cccc(C)c1-n1ncc(C(=O)NCCCN2CCC(C)CC2)c1C1CCN(C(=O)OC(C)(C)C)CC1,4.6,11,·,2.5,14,-3,13,29,-13
Cc1cccc(C(=O)Nc2nnc(-c3ccc(C(C)(C)C)cc3)s2)c1,0.2,3,-11,1.5,0,4,4,-6,3
CN1CCN(NC(=O)CN2C(=O)/C(=C/c3ccccc3F)SC2=S)CC1,·,5,·,0.6,6,·,-2,-3,·
COc1ccc(-c2c3c(=O)n(C)c(=O)n(C)c3cn2-c2ccccc2O)cc1,0.0,1,11,-0.3,7,7,12,-1,7
COc1cc2c(cc1OC)[C@@H]1O[C@](c3ccsc3)(C2)Oc2cc(C)n(-c3ccccc3)c(=O)c21,·,1,·,0.2,-2,·,22,9,·
N#CCSc1nc2c(sc(=S)n2Cc2ccco2)c(=O)n1-c1ccc(F)cc1,-0.1,0,9,-0.5,7,3,-12,5,4
C[C@@H]1C=C(C(=O)NCc2ccccc2)O[C@H](OCc2ccc(CO)cc2)C1,0.0,-5,-9,-0.3,6,·,11,-6,0
O=C(O)c1ccc(N/N=C/c2ccc(OC(=O)c3ccccc3Cl)cc2)cc1,-0.6,2,2,0.1,3,-22,3,12,-3
CCCCOc1ccc(S(=O)(=O)n2nc(C)c(S(=O)(=O)N3CCC(C)CC3)c2C)cc1,0.1,1,·,0.4,-1,·,2,5,-7
CCN(CC(=O)Nc1ccccc1C(F)(F)F)C(=O)C1=COCCO1,-0.2,2,13,0.1,-3,-19,0,-3,6
Cc1cccc(Oc2ncnc(N)c2[N+](=O)[O-])c1C,-0.3,3,5,-0.4,-5,11,-8,-10,11
Cc1ccccc1NC(=O)CN1C(=O)NC2(CCCCC2)C1=O,1.2,0,-11,0.2,4,-2,0,-1,14
C/C(=N\N=C1\NC(=O)CS1)c1cccs1,0.8,1,17,0.2,-3,14,-2,21,2
COC(=O)c1ccc(CSCC(=O)Nc2cc(OC)cc(OC)c2)o1,-0.9,2,10,-1.3,5,-7,0,2,-13
CCC1=NN2C(=N)/C(=C/c3cc(C)n(Cc4ccccc4)c3C)C(=O)N=C2S1,0.5,66*,-1,0.3,-11,7,2,-51*,0

# Among those listed so far, these have a nitro group on carbon:
SMILES,D2 ag,D1 agonist,D2 antagonist,TRHR ag,D1 potentiator,RXFP1 antag,TRHR PAM,D1 antag,D2 potentiator
CC(C)[C@@H]1NC(=O)c2cc([N+](=O)[O-])cc(I)c2NCCCC[C@@H](C(=O)NC(CC(=O)O)C(N)=O)NC(=O)[C@H](CO)NC1=O (stereo partly specified),0.1,-3,16,0.3,-3,·,-6,-3,-2
CC(C)N(C(=O)/C=C/c1cccc([N+](=O)[O-])c1)C(C)C,0.7,2,24,0.6,-2,10,-2,2,19
Nc1nc(NCCN2CCOCC2)nc(NCc2ccccc2)c1[N+](=O)[O-],1.3,-1,17,-0.4,5,1,9,10,3
Cc1cccc(Oc2ncnc(N)c2[N+](=O)[O-])c1C,-0.3,3,5,-0.4,-5,11,-8,-10,11

# Later entries.
SMILES,D2 ag,D1 agonist,D2 antagonist,TRHR ag,D1 potentiator,RXFP1 antag,TRHR PAM,D1 antag,D2 potentiator
CN(C)CC#CCC(O)(c1ccccc1)c1ccccc1,-0.8,2,-1,0.5,-8,-8,0,-10,4
Cc1cccc(NC(=S)N2CCC(c3nc4ccccc4s3)CC2)c1,-0.5,0,-5,1.6,-8,-2,-4,-2,8
CS(=O)(=O)c1ccc(-c2nnn(CC(N)=O)n2)cc1,1.4,5,-6,0.5,-1,-3,2,-1,3
O=C(COC(=O)CCCSc1nc2ccccc2[nH]1)Nc1ccc(Oc2ccccc2)cc1,-2.3,8,38*,0.4,-7,-3,2,-28,15
O=C1NC(=O)C(CC(=O)N(c2ccccc2)C2(C(=O)NC3CCCC3)CCCCC2)N1 (stereo unspecified),-0.3,1,9,-0.1,-3,-4,-1,-7,5
COc1ccccc1CCNC(=O)c1ccc2c(c1)c(C)c(C)n2Cc1ccc(Cl)cc1,0.0,2,·,-0.1,-4,-16,0,-3,1
COc1ccc(OCC(=O)Nc2ccc3c(c2)N(C)C(=O)c2ccccc2S3)cc1,0.8,0,·,0.1,1,-27,2,14,2
COc1cccc(C(=O)NCCS(=O)(=O)N2CC(C)CC(C)C2)c1 (stereo unspecified),-1.0,11,-6,-0.2,-4,3,-5,5,-1
CC(=O)c1cc2ccccc2oc1=O,0.0,0,-51,0.2,3,9,-5,-6,12
CC1=C(C(=O)Nc2cccnc2)C(c2ccc(F)cc2)n2nc(-c3cccc(C)c3)nc2N1 (stereo unspecified),5.3,0,·,1.4,-1,-6,1,-6,1
Cc1nc(-c2ccccc2)ccc1C(=O)O,1.3,3,-2,-0.2,5,20,9,-1,0
CCOC(=O)C1CCN(C(=O)Cc2ccccc2OC)CC1,0.3,3,-2,-0.2,-10,8,-5,-27,3
Cc1cc(C(=O)CN2CCC(C)CC2)c(C)n1-c1ccc(F)cc1,0.6,3,-7,-0.5,-6,-5,-5,-8,1

# Screening data: PubChem, National Center for Advancing Translational Sciences (NCATS)
